Bioassay records: PubChem BioAssay, several laboratories
RGS8-Gao: regulators of human RGS8-Galphao interaction; 220,000 tested, 0.34% active; P09471; response (percent of control binding), % at 10 µM; multiplexed bead flow cytometry, RGS8-Galphao binding; actives lie on both sides; in the data active = response below about 60% or above about 140%; inactive = in between;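 also: Galphao activated as the GDP aluminium fluoride complex binding bead-coupled RGS8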
Bcl-XL Bim block: inhibitors of Bim-Bcl-XL interaction, human | Q07817 | Bim peptide-Bcl-XL binding, bead flow cytometry, fluorescence | inhibition, % at 10 µM | 190,000 tested, 0.04% active | AID 1007
Target sequence (Q07817 whole entry, looked up): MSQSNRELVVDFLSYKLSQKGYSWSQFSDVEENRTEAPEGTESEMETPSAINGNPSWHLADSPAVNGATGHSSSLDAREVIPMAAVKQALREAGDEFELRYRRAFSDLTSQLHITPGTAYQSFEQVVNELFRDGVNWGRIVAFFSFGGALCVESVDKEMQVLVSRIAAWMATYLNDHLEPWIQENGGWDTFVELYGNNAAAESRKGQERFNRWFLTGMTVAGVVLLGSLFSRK
Mcl-1 Bim block: human Bim-Mcl-1 interaction inhibition | Q07820 | Bead-based flow cytometry, Bim peptide-Mcl-1 binding | inhibition, % at 10 µM | 190,000 tested, 0.1% active | AID 1009;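 also: 0% = no compound tracer wells and 100% = peptide blocker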
RGS4-Gao reg: human RGS4-Galphao interaction regulation. P09471. Multiplexed bead flow cytometry, RGS4-Galphao binding; actives lie on both sides. binding response (% of control), % at 10 µM. 220,000 tested, 0.33% active; in the data active = binding response below about 49% or above about 150%; inactive = in between;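 also: fluorescent Galphao activated with aluminum fluoride binding bead-coupled RGS4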
Bim-Bcl-W: disrupts Bim peptide binding to human Bcl-W. Q92843. bead-based flow cytometry. inhibition, % at 10 µM. 190,000 tested, 0.02% active;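 also: 0% = bound tracer without compound and 100% = peptide blocker; higher means less fluorescent Bim peptide bound to Bcl-W beads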
Target sequence (Q92843 whole entry, looked up): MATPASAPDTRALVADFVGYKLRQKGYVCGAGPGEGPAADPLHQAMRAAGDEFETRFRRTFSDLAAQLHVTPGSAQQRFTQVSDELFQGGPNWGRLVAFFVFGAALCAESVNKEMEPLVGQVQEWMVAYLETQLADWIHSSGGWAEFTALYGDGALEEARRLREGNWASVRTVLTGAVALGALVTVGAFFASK
Mcl1 Noxa PPI: Mcl-1/Noxa interaction inhibition; TR-FRET Mcl-1/Noxa peptide binding, 2 h; inhibition, % at 21.7 µM; 220,000 tested, 1.5% active; Q07820; AID 1022;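 active = compounds that cut the protein-peptide binding signal by more than 50% relative to plate controls in a single-dose test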;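 also: His-tagged Mcl-1 with rhodamine Noxa BH3 peptide and terbium anti-His antibody; 0% = Mcl-1 plus Noxa peptide wells and 100% = peptide-only wells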
Bcl-2 Bim block: disrupts Bim peptide binding to human Bcl-2; P10415; Bead-based flow cytometry, Bim peptide-Bcl-2 binding; inhibition, % at 10 µM; 190,000 tested, 0.06% active; AID 950; in the data active = inhibition above about 40%; inconclusive = no clear call, values can overlap the other calls;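 also: 0% = no compound wells with probe peptide and 100% = reference peptide inhibitor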
Target sequence (P10415 whole entry, looked up): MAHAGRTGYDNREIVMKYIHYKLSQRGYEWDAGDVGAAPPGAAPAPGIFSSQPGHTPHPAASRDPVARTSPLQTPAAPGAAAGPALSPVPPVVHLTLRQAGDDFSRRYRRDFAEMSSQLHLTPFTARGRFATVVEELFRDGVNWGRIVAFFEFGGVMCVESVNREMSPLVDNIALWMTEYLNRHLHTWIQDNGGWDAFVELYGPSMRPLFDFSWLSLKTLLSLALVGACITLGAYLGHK
RGS7-Gao: regulators of human RGS7-Galphao interaction; P09471; Multiplexed bead flow cytometry, RGS7-Galphao binding; actives lie on both sides; binding response (% of control), % at 10 µM; 220,000 tested, 0.35% active; in the data active = binding response below about 49% or above about 150%; inconclusive = no clear call, values can overlap the other calls; inactive = in between;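 also: fluorescent Galphao held in activated GDP-AlF4 state binding bead-coupled RGS7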
Mcl1-Bid inh: Mcl-1/Bid interaction inhibition; TR-FRET Mcl-1/Bid-Dy647 peptide binding, 1536-well; 220,000 tested, 0.97% active; inhibition, % at 21.7 µM; Q07820; AID 1021;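 active = compounds that cut the binding signal by more than half at the single screening dose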;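 also: His-tagged Mcl-1 with europium anti-His antibody binding Bid BH3 peptide; 0% = Mcl-1 plus peptide wells and 100% = peptide-only wells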
Bfl-1 Bim block: human Bim-Bfl-1 interaction inhibition. Q16548. Bead-based flow cytometry, Bim-Bfl-1 binding inhibition. inhibition, % at 10 µM. 190,000 tested, 0.12% active. AID 1008;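 also: 0% = wells without compound plus tracer and 100% = blocker peptide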
Bcl-B Bim block: human Bim-Bcl-B interaction inhibition; bead-based flow cytometry, Bim peptide-Bcl-B binding; inhibition, % at 10 µM; 190,000 tested, 0.073% active;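 also: 0% = tracer peptide without compound and 100% = reference inhibitor peptide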
Target sequence (Q9HD36 whole entry, looked up): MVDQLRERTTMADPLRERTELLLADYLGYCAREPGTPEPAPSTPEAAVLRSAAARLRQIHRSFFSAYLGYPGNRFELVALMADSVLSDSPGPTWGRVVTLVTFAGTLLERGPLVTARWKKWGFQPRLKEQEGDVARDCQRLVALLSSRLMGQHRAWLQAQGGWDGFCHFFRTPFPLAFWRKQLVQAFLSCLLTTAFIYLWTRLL
* marks the source's active call; other numbers are inactive results; u = inconclusive; x = no result given. Rule as the data show it, unless noted: active = inhibition above about 40%.

SMILES	RGS8-Gao	Bcl-XL Bim block	Mcl-1 Bim block	RGS4-Gao reg	Bim-Bcl-W	Mcl1 Noxa PPI	Bcl-2 Bim block	RGS7-Gao	Mcl1-Bid inh	Bfl-1 Bim block	Bcl-B Bim block
CC(=O)N(c1c(C)n(C)n(-c2ccccc2)c1=O)C1(C(=O)NC2CCCC2)CCCCC1	100	-6	-1	101	0	1	-4	100	-12	-9	-6
CN1C(=O)C(=O)N(CC(=O)N2CCc3ccccc32)C1=O	98	-8	-1	100	0	13	-4	98	-13	-10	-5
COc1ccc(S(=O)(=O)N2CCCCC2)cc1NC(=O)C1CCCO1 (centres undefined)	91	0	-2	91	0	2	2	88	47	1	0
CCS(=O)(=O)N1N=C(c2ccccc2)CC1c1ccc2nccnc2c1 (centres undefined)	101	-3	-1	100	-2	2	0	99	13	-1	-5
CCN(CC)CCCn1c(=S)[nH]c2ccccc2c1=O	104	-1	-3	101	-4	10	1	101	-38	0	-3
O=C(c1ccc(Cl)cc1)N1CCN(c2cccc3[nH]ccc23)CC1	101	x	x	97	x	19	x	u	-20	x	x
COc1ccc2cc(C(C)=O)c(=O)oc2c1	100	-6	-3	103	-2	-5	0	105	5	0	-3
Cc1c(CN2CCCC(C(=O)c3cccc(OC(C)C)c3)C2)c(=O)n(-c2ccccc2)n1C (centres undefined)	107	-1	0	100	0	-5	0	103	-47	-2	1
CCC(C)NC(=O)COC(=O)c1cc([N+](=O)[O-])ccc1Sc1nc(C)cs1 (centres undefined)	99	-4	-1	102	1	-21	-5	98	-18	-15	-6
O=c1[nH]c2ccccc2c(O)c1-c1ccccc1	110	x	x	112	x	15	x	u	-61	x	x
CCCc1nc(NCc2ccco2)c(C#N)c2c1COC(C)(C)C2	95	-2	1	94	0	-4	-6	98	-3	-16	-5
CCOC(=O)c1[nH]c(C)c(C(=O)N2CCN(C(=O)c3ccco3)CC2)c1C	99	-4	-3	95	0	-9	-8	99	8	-14	-8
Nc1cc(=O)[nH]c(SCC(=O)NCC2CCCO2)n1 (centres undefined)	104	-13	-7	105	-8	-3	-18	106	-23	-24	-12
O=C(N/N=C/c1ccco1)c1cc(=O)[nH]c2ccccc12	99	0	2	102	0	7	-2	104	-27	-1	0
CC(NC(=O)C12CC3CC(CC(C3)C1)C2)c1ccc2c(c1)OCCO2 (centres undefined)	100	-4	-1	99	0	11	-9	96	-22	-10	-9
Fc1ccc(CSc2nnc(-c3ccncc3)o2)cc1	99	-4	0	104	-2	15	0	108	-14	-3	-8
Fc1ccc(Nc2nnc(C(F)(F)F)s2)cc1	101	x	x	97	x	-2	x	u	-12	x	x
c1ccc(-c2noc(CN3CCCC(OCc4ccccn4)C3)n2)cc1 (centres undefined)	103	0	-1	104	0	8	-1	108	5	-3	-3
CC(C)Cn1cnc2c(c1=N)C(c1ccccc1)C1=C(CC(C)(C)CC1=O)O2 (centres undefined)	103	x	x	103	x	0	x	u	-31	x	x
CCSc1ccccc1C(=O)n1nnc2ccccc21	x	-15	-20	x	2	-2	-8	x	-19	-8	-11
O=[N+]([O-])c1ccc2nc(/C=C/c3ccc(Cl)cc3)[nH]c2c1	100	-7	2	100	1	35	-7	98	-19	-10	-6
Cc1ccc(C(=O)N2CCC3(CC2)Oc2ccc(F)cc2C(=O)C32CC(c3cccnc3)=NO2)s1 (centres undefined)	97	x	x	93	x	2	x	u	-23	x	x
O=C(O)CCn1c(=S)n(CCC(=O)O)c2ccccc21	101	x	x	104	x	23	x	u	12	x	x
COC(=O)CN1C(c2ccc(OC)cc2)=Nc2ccc(Cl)cc2C1c1ccccc1 (centres undefined)	121	-4	-6	110	-1	18	-3	111	8	-4	-4
O=C(Nc1ccc(F)cc1)c1ccc2nc[nH]c2c1	102	1	1	102	2	3	-4	u	-17	-3	-4
c1ccc2c(c1)CCCC2C1=NCCN1 (centres undefined)	101	0	-2	101	-1	5	0	102	-7	-3	-5
O=S(=O)(NCCCCCNS(=O)(=O)c1ccccc1)c1ccccc1	107	2	-1	107	2	-3	-8	101	9	-12	-9
COc1ccc(NC(=O)Nc2cccc(F)c2)c(OC)c1	105	1	0	105	1	8	-1	107	-7	-4	-1
Cc1ccc(NC(=O)CC2S/C(=N/N=C/c3ccco3)NC2=O)cc1Cl (centres undefined)	99	-1	-5	99	-1	23	-3	102	-24	3	-1
O=C(COC(=O)c1cc(F)cc(F)c1)Nc1cccnc1Cl	103	0	-1	100	0	18	-3	100	-2	-7	-4
CC(CC(=O)Nc1ccc(S(=O)(=O)N2CCOCC2)cc1)c1ccccc1 (centres undefined)	103	x	x	103	x	6	x	u	-40	x	x
CCCNC(=S)NCc1ccc(Cl)cc1	100	-14	-27	99	-13	-7	-7	99	-58	-8	-16
CC(C)(C)n1nc2c(c1NC(=O)c1cccs1)CS(=O)C2 (centres undefined)	98	-8	-7	101	0	-2	-7	99	-34	-25	-7
CN1C(=O)C(O)(CC(=O)c2cccs2)c2ccccc21 (centres undefined)	98	0	0	95	-1	4	-2	95	-6	-5	0
Oc1oc(C=Nc2ccc(F)cc2F)c2ccccc12	99	-1	0	96	-1	45	0	100	-5	-3	-1
Nc1n[nH]c2cccc(Cl)c12	100	x	x	100	x	-2	x	u	-27	x	x
CC(C)(C)c1ccc(/C=N/OCC(=O)NCc2ccccc2)cc1	102	-7	-1	100	-3	-1	0	102	-3	-2	-2
Cc1ccc(S(=O)(=O)NNC(=O)c2ccoc2C)cc1	103	x	x	103	x	21	x	u	-44	x	x
O=C(O)CCC(=O)NCc1cn(-c2ccccc2)nc1-c1cccc(Br)c1	103	-10	-4	103	-3	17	-6	105	-2	-9	-3
c1ccc(OCCN2CCN(Cc3nc(-c4ccc5c(c4)OCO5)no3)CC2)cc1	96	-3	2	97	1	1	-7	94	-42	-7	-3
COc1ccc2c(c1)C1(Nc3ccccc3-c3nc4ccccc4n31)C(=O)N2C (centres undefined)	101	-4	-1	99	-3	20	-12	98	-3	-15	-12
CSCCC(NS(=O)(=O)c1ccccc1F)C(=O)NC(C)c1ccccc1 (centres undefined)	103	-4	-1	101	-4	-3	-3	104	-35	-5	-3
CCOc1ccc(OCC)c(NC(=O)C2CCCN(S(=O)(=O)c3cnc[nH]3)C2)c1 (centres undefined)	96	4	0	101	-1	0	-2	98	-3	-1	-1
Cc1cc(C)nc(Sc2nc(Nc3ccccc3)nc(Sc3nc(C)cc(C)n3)n2)n1	100	-5	-2	100	-3	-7	-1	101	-23	-1	-7
CCC(C)NC(=O)c1ccccc1NS(=O)(=O)c1ccc(OC)c(OC)c1 (centres undefined)	99	2	0	96	0	15	-1	97	18	0	3
O=C(NCCc1ccccc1)C1CCCN(S(=O)(=O)c2cccs2)C1 (centres undefined)	100	-8	-5	102	-3	-7	-5	99	-2	-6	-7
CCOC(=O)c1ccc(NS(C)(=O)=O)cc1	104	-3	-156	102	3	-11	-19	98	-35	-10	-42
Cc1cc(N/N=C/c2ccccc2Br)nc2ccccc12	106	-3	-3	102	-2	7	-12	101	-9	-3	0
COc1cccc(N(CC(=O)N/N=C(\C)c2cccs2)S(C)(=O)=O)c1	104	-3	-3	102	0	2	-3	104	-7	0	-2
Cc1ncc([N+](=O)[O-])n1Cc1ccccc1	100	-6	-2	100	0	-1	-7	98	-20	-2	-1
COc1cc(Cl)c(C)cc1NC(=O)COc1ccccc1[N+](=O)[O-]	100	-7	-2	99	1	12	-8	103	-39	-9	-7
N#Cc1nc(-c2cccc3ccccc23)oc1N1CCCCC1	107	-5	-1	104	0	21	-10	111	-18	-6	-6
CC(=NCCN1CCOCC1)C1=C(O)c2ccccc2C1=O	103	-4	-2	104	6	31	-3	106	6	-7	-7
COc1ccc2nc(Nc3ccc4c(c3)OCO4)sc2c1	108	-2	-3	106	2	10	-8	106	-12	-11	-11
CC(=O)NC/C(C)=N\Nc1ccc([N+](=O)[O-])cc1	99	-1	-4	99	0	19	-1	99	-1	-3	-3
O=C(C1=C(O)C(=O)N(CCOCCO)C1c1cccc([N+](=O)[O-])c1)c1cccs1 (centres undefined)	94	x	x	92	x	8	x	u	-113	x	x
CNC(=O)Nc1ccccc1C(=O)Nc1ccccc1	99	x	x	99	x	2	x	x	-15	x	x
O=C(Cc1ccc(Br)cc1)OCC(=O)c1ccc2c(c1)OCCO2	54*	-3	-5	47*	-2	-15	-2	42*	-1	2	-8
O=C(c1ccccn1)N(Cc1cc2ccccc2[nH]c1=O)C1CCCCC1	85	-8	-1	77	-1	5	-1	86	7	-2	-2
COc1cccc(/C=C(/C(=O)OCC(=O)NC2CCCC(C)C2C)c2ccccc2)c1 (centres undefined)	98	-2	-1	100	-3	2	0	98	-5	0	-2

Record cards, from the list above:
CC(=O)NC/C(C)=N\Nc1ccc([N+](=O)[O-])cc1 is listed as RGS8-Gao: 99; Bcl-XL Bim block: -1; Mcl-1 Bim block: -4; RGS4-Gao reg: 99; Bim-Bcl-W: 0; Mcl1 Noxa PPI: 19; Bcl-2 Bim block: -1; RGS7-Gao: 99; Mcl1-Bid inh: -1; Bfl-1 Bim block: -3; Bcl-B Bim block: -3
CSCCC(NS(=O)(=O)c1ccccc1F)C(=O)NC(C)c1ccccc1 (centres undefined) is listed as RGS8-Gao: 103; Bcl-XL Bim block: -4; Mcl-1 Bim block: -1; RGS4-Gao reg: 101; Bim-Bcl-W: -4; Mcl1 Noxa PPI: -3; Bcl-2 Bim block: -3; RGS7-Gao: 104; Mcl1-Bid inh: -35; Bfl-1 Bim block: -5; Bcl-B Bim block: -3

Continuation:
SMILES	RGS8-Gao	Bcl-XL Bim block	Mcl-1 Bim block	RGS4-Gao reg	Bim-Bcl-W	Mcl1 Noxa PPI	Bcl-2 Bim block	RGS7-Gao	Mcl1-Bid inh	Bfl-1 Bim block	Bcl-B Bim block
Cc1cccc(OCC(=O)Nc2cccc(-c3nnc(-c4ccccc4)o3)c2)c1C	95	-7	-1	92	0	-18	-10	93	-5	-8	-8
COC(=O)c1c(NC(C)=O)sc(Cc2ccccc2)c1C	99	3	0	101	7	-6	0	104	6	-9	-4
NNC(=O)c1cnn(Cc2ccccc2)c1N	104	-6	0	105	0	16	1	101	-9	0	-1
CC(=O)Oc1ccc(Cl)cc1/C=C/c1ccc2ccccc2n1	99	-11	-7	99	-7	22	-9	102	97*	-7	-10
Cc1ccc(SCCC(=O)OCC(=O)NCC2CCCCC2)cc1	99	0	1	88	0	8	-2	105	5	-4	-2
COc1ccc(-c2nnn(CC(=O)N(Cc3cccs3)C(C)C(=O)NCCC(C)C)n2)cc1OC (centres undefined)	104	-4	-1	101	1	11	-5	103	3	-10	-6
Cc1nc2c(c(C)c1C#N)C(=O)c1ccccc1-2	101	-2	0	98	0	17	1	100	-1	1	0
CC1CN(C(=O)c2cccc(S(=O)(=O)N3CCOCC3)c2)CC(C)O1 (centres undefined)	100	-3	-3	96	-1	-6	-10	97	-4	-20	-8
Cc1ccc(C)c(CN2CCCNC2=O)c1	107	-1	-1	103	0	6	0	102	-32	0	-5
